Vif inh: HIV Vif self-association inhibitors, primary screen, imaging, HEK293T, single point; inhibition, % at 7.49 µM; actives 0.35% (n = 340,000); HEK293T cells, Vif self-association by quenched fluorescence, 24 h; in the data active = inhibition above about 50%, passing the limit was not always enough; note: some results filed as inactive read as strong as hits
NCOA1 inh: SRC1 coactivator transcriptional activity inhibitors, primary screen, cell-based, luminescence. HEK293 GAL4-SRC1 luciferase reporter. inhibition, % at 3.6 µM. actives 0.12% (n = 360,000). AID 588354, 2011;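 active = inhibition above the campaign mean plus 3 SD, with each screening campaign given its own cutoff, cut at about 60% in these data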;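 note: 0% = DMSO treated cells and 100% = gossypol at 36 µM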
LMP1 NFkB inh: EBV LMP1-driven NF-kappaB luciferase reporter inhibitors, primary screen, cell-based, luminescence, single point; LMP1-induced NF-kappaB luciferase reporter cells; inhibition, % at 12.5 µM; actives 0.69% (n = 350,000); AID 504558, 2011; in the data active = inhibition above about 41%;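 note: 0% = neutral control wells and 100% = reference inhibitor control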
TRAIL sens C8: viability loss with TRAIL in NB7+C8 cells, primary screen, TRAIL sensitizer project, cell-based, ATPlite luminescence. inhibition (viability loss, TRAIL sensitization), % at 10 µM. actives 1% (n = 360,000);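 active = compounds causing at least 50% loss of cell viability in the single-dose screen, relative to plate controls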
COUP-TFII inh: NR2F2 transcriptional activity inhibitors, primary screen, cell-based, luciferase reporter, HEK293T, luminescence; COUP transcription factor 2 (Homo sapiens), P24468; HEK293T NGFI-A luciferase reporter; inhibition, % at 8.6 µM; actives 0.7% (n = 370,000);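 active = inhibition above a per-plate cutoff, mean inhibition of test wells between control levels plus 3 SD, cut at about 38% in these data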;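 note: cells cotransfected with COUP-TFII expression vector driving the NGFI-A reporter; 0% = median of COUP-TF2 test wells and 100% = reporter-only cells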
TROY NFkB inh: inhibitors of TROY-driven NF-kB signaling, primary screen, Q293 LMP1-TROYcd cells, NF-kB luciferase, uHTS. Q293 LMP1-TROYcd NF-kB luciferase reporter, 4 h. actives 0.98% (n = 360,000). inhibition, % at 10 µM;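 active = compounds whose plate-normalised and pattern-corrected inhibition of the luciferase reporter signal at the single screening dose is 50% or more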
SRC3 inh: SRC3 coactivator transcriptional activity inhibitors, primary screen, cell-based, luminescence | Nuclear receptor coactivator 3 (Homo sapiens), Q9Y6Q9 | HEK293 GAL4-SRC3 luciferase reporter | inhibition, % at 3.6 µM | actives 0.17% (n = 360,000);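 active = inhibition above a per-campaign cutoff, the mean of all compounds plus 3 SD, cut at about 60% in these data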;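 note: 0% = DMSO-treated cells and 100% = gossypol-treated cells at 36 µM; higher means less SRC3-driven luciferase light from the GAL4 reporter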
NR5A2 inv ag: LRH-1 (NR5A2) inverse agonists, primary screen, cell-based, luminescence, HEK293T, StAR-luciferase reporter; Nuclear receptor subfamily 5 group A member 2 (Homo sapiens), O00482; LRH-1 transfected, 24 h; inhibition, % at 3.6 µM; actives 0.13% (n = 360,000); AID 602396, 2012;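 active = inhibition above the mean inhibition of all tested compounds plus 3 SD, cut at about 73% in these data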;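 note: 0% = DMSO wells and 100% = reporter-only cells lacking LRH-1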
TLR9-MyD88 block: inhibitors of TLR9-MyD88 association in cells, primary screen, cell-based, CHO, BLA complementation, fluorescence; Toll-like receptor 9 (Homo sapiens) + Myeloid differentiation primary response protein …; AID 504734, 2011; actives 0.21% (n = 340,000); CCF4 FRET ratio; inhibition, % at 4.98 µM;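 active = inhibition above the mean over all tested compounds plus 3 SD, cut at about 21% in these data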;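 note: 0% = DMSO only wells and 100% = clavulanate BLA inhibitor control wells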
SRC2 inh: inhibition of GAL4-SRC2 driven luciferase reporter, primary screen, SRC2 inhibitor project, cell-based, luminescence | Nuclear receptor coactivator 2 (Homo sapiens), Q15596 | HEK293 GAL4-SRC2 luciferase reporter | inhibition, % at 9 µM | actives 0.17% (n = 370,000) | AID 651957, 2012;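 active = inhibition above the mean inhibition of all tested compounds plus 3 SD, set per campaign, cut at about 52% in these data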;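 note: 0% = DMSO treated cells and 100% = cells given Gossypol at 36 µM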
NOD2-RIPK2 inh: NOD2-RIPK2 binding disruptors in cells, primary screen, fluorescence, CHO cells, BLA complementation; CCF4 ratio; actives 0.38% (n = 360,000); inhibition, % at 4.98 µM; AID 624267, 2012; in the data active = inhibition above about 21%;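 note: 0% = vehicle only and 100% = reference blocker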
Numbers without * were called inactive; nt = no result given.

SMILES,Vif inh,NCOA1 inh,LMP1 NFkB inh,TRAIL sens C8,COUP-TFII inh,TROY NFkB inh,SRC3 inh,NR5A2 inv ag,TLR9-MyD88 block,SRC2 inh,NOD2-RIPK2 inh
OC(COCC1COc2ccccc2O1)CN1CCc2ccccc2C1 (centres undefined),1,0,-4,7,-8,-8,5,6,-4,-19,0
Cn1c(-n2c(CCCN3C(=O)c4ccccc4C3=O)nc3ccccc3c2=O)nc2ccccc21,4,-12,15,-2,-17,5,19,-2,-8,2,-32
CC(C)CNC(=O)C1(N2C(=O)c3ccccc3C2=O)CCCC1,14,-11,-8,-5,nt,-14,-6,5,-5,nt,-6
CCN(CC(=O)NCc1cccs1)C(=O)/C=C/c1ccc(F)cc1,0,-16,3,-17,5,-8,8,-3,-5,-15,-4
Cc1[nH]n(C)c(=O)c1C(=O)c1c(-c2ccccc2Cl)noc1C,-2,5,11,-6,1,4,6,19,10,19,2
CCOC(=O)C(CC)Sc1ccc2nnc(CCNS(=O)(=O)c3ccccc3)n2n1 (centres undefined),-4,8,-6,-6,-12,0,-6,14,2,6,5
O=C1Cc2ccccc2C(=O)N1CCc1ccccc1,12,-21,-20,-28,-9,-14,4,25,0,-46,5
Oc1ccc(Br)cc1-c1ccnn1-c1ccccc1,-6,-5,-1,13,12,7,-7,17,2,9,1
CCOC(=O)c1ccccc1NC(=O)c1ccccc1NS(C)(=O)=O,7,-36,4,2,-11,22,18,21,1,-20,-1
CC1CCC2(CC1)NC(=O)N(Cc1nc(-c3ccccc3)no1)C2=O (centres undefined),16,-7,-4,-9,-18,-29,3,-6,0,15,4
Cc1cccc(C(=O)O[C@H]2[C@H](Cc3ccccc3)NS(=O)(=O)[C@H]3CC4C=C[C@]23O4)c1,3,-6,-5,-4,-1,-2,-12,-19,1,6,4
COc1ccccc1NC(=O)C(C)OC(=O)Cc1n[nH]c(=O)c2ccccc12 (centres undefined),-13,0,-6,-23,7,-8,2,-9,2,-53,-1
CC(=O)N1CCc2cc(S(=O)(=O)NCCN3CCC(C)CC3)ccc21,7,4,-16,5,5,1,22,-1,-2,7,-15
O=C(c1ccc(CNc2c(NC3CCCCC3)c(=O)c2=O)cc1)N1CCc2ccccc21,-11,-9,-2,11,-25,11,-30,-3,2,-2,0
COc1ccc(C(=O)OCC(=O)Nc2cccc(C(C)=O)c2)c(OC)c1OC,-11,16,-8,0,15,-8,5,7,-3,11,-2
CCOC(=O)CC(=O)Nc1nc2ccccc2s1,8,-14,-3,-6,0,-21,7,-21,9,-17,12
COC(=O)Cn1c(C(=O)N(C)C)cc2c1C[C@H]1CN(C(=O)c3ccccc3)[C@@](Cc3ccc(F)cc3)(C(=O)OC)[C@@H]21,nt,nt,nt,-4,2,-25,nt,5,nt,-12,1
CC(CNc1ccc(Cl)cc1)(CNc1ccc(Cl)cc1)[N+](=O)[O-],25,6,3,-5,-5,19,-21,-5,-7,-13,-5
CCCCn1nc2cc(C(=O)NCCc3ccc(C)cc3)ccc2c1OCC,-1,-23,1,-3,-2,12,5,-12,0,-5,-13
Cc1nc(SCC(=O)Nc2c(C)n(C)n(-c3ccccc3)c2=O)nc(C)c1C,-2,-7,-3,-1,-1,-11,14,17,-3,-13,0
Cc1ccc(-c2cc(C(=O)N3CCCC3)no2)cc1,-6,-73,22,68*,-15,50*,-41,-103,6,10,-12
O=C(CC1S/C(=N/N=C/c2cccs2)NC1=O)Nc1ccc(Cl)cc1 (centres undefined),5,-18,5,-13,27,2,7,11,1,11,-8
CC(C)(C)c1ccc(C(=O)NNC(=O)c2cccc(-n3cnnn3)c2)cc1,0,-18,-3,20,4,1,-9,-8,4,-1,2
Cc1ccc2c(CN3CCN(S(=O)(=O)c4ccc5c(c4)OCCO5)CC3)cc(=O)oc2c1C,-12,13,18,12,18,28,3,-1,-9,-1,7
COC(=O)C1=C(C)N(c2ccc(OC)c(OC)c2)C(=O)/C1=C\c1cccs1,-4,-24,16,-5,-5,16,19,-7,-9,-10,-11

6 compounds out of the list above, ordered by the value under NCOA1 inh, low to high.
Structure | Vif inh | NCOA1 inh | LMP1 NFkB inh | COUP-TFII inh | SRC3 inh | NR5A2 inv ag | TLR9-MyD88 block | SRC2 inh | NOD2-RIPK2 inh
CCOC(=O)c1ccccc1NC(=O)c1ccccc1NS(C)(=O)=O | 7 | -36 | 4 | -11 | 18 | 21 | 1 | -20 | -1
O=C1Cc2ccccc2C(=O)N1CCc1ccccc1 | 12 | -21 | -20 | -9 | 4 | 25 | 0 | -46 | 5
CC(C)(C)c1ccc(C(=O)NNC(=O)c2cccc(-n3cnnn3)c2)cc1 | 0 | -18 | -3 | 4 | -9 | -8 | 4 | -1 | 2
OC(COCC1COc2ccccc2O1)CN1CCc2ccccc2C1 (centres undefined) | 1 | 0 | -4 | -8 | 5 | 6 | -4 | -19 | 0
CC(=O)N1CCc2cc(S(=O)(=O)NCCN3CCC(C)CC3)ccc21 | 7 | 4 | -16 | 5 | 22 | -1 | -2 | 7 | -15
Cc1ccc2c(CN3CCN(S(=O)(=O)c4ccc5c(c4)OCCO5)CC3)cc(=O)oc2c1C | -12 | 13 | 18 | 18 | 3 | -1 | -9 | -1 | 7

A stretch from further up, for reference:
SMILES,Vif inh,NCOA1 inh,LMP1 NFkB inh,TRAIL sens C8,COUP-TFII inh,TROY NFkB inh,SRC3 inh,NR5A2 inv ag,TLR9-MyD88 block,SRC2 inh,NOD2-RIPK2 inh
CCCCn1nc2cc(C(=O)NCCc3ccc(C)cc3)ccc2c1OCC,-1,-23,1,-3,-2,12,5,-12,0,-5,-13
Cc1nc(SCC(=O)Nc2c(C)n(C)n(-c3ccccc3)c2=O)nc(C)c1C,-2,-7,-3,-1,-1,-11,14,17,-3,-13,0
Cc1ccc(-c2cc(C(=O)N3CCCC3)no2)cc1,-6,-73,22,68*,-15,50*,-41,-103,6,10,-12
O=C(CC1S/C(=N/N=C/c2cccs2)NC1=O)Nc1ccc(Cl)cc1 (centres undefined),5,-18,5,-13,27,2,7,11,1,11,-8
CC(C)(C)c1ccc(C(=O)NNC(=O)c2cccc(-n3cnnn3)c2)cc1,0,-18,-3,20,4,1,-9,-8,4,-1,2
Cc1ccc2c(CN3CCN(S(=O)(=O)c4ccc5c(c4)OCCO5)CC3)cc(=O)oc2c1C,-12,13,18,12,18,28,3,-1,-9,-1,7
COC(=O)C1=C(C)N(c2ccc(OC)c(OC)c2)C(=O)/C1=C\c1cccs1,-4,-24,16,-5,-5,16,19,-7,-9,-10,-11

Additional compounds follow:
SMILES,Vif inh,NCOA1 inh,LMP1 NFkB inh,TRAIL sens C8,COUP-TFII inh,TROY NFkB inh,SRC3 inh,NR5A2 inv ag,TLR9-MyD88 block,SRC2 inh,NOD2-RIPK2 inh
CC1CCCCC12NC(=O)N(CC(=O)N1CCN(S(=O)(=O)c3ccc4c(c3)CCC4)CC1)C2=O (centres undefined),8,-10,-6,-7,-13,-15,-1,8,-2,4,-8
Cc1cc(C)cc(-n2c(C)c3c(C)nnc(C)c3c2C)c1,-1,13,-5,4,-4,-26,13,-3,3,1,-7
O=C(NC1CC1)c1cc2c(s1)CS(=O)(=O)C2,-17,-13,-3,1,9,12,3,8,-17,3,1
O=C(N/N=C(\c1ccccc1)c1cccnc1)c1cccc(F)c1,-1,48,46*,25,-23,-51,58,71,8,-7,17
CCOC(=O)C1CCC(=O)C1 (centres undefined),1,-10,3,-7,9,7,-4,5,5,-5,-8
O=C(Cn1ccc(NC(=O)OCc2ccccc2)nc1=O)NCc1nc2ccccc2[nH]1,nt,-9,2,-6,6,-12,-15,33,0,-16,-19
Cc1c(C(=O)NCc2cccnc2)oc2ccc(S(=O)(=O)N3CCCCCC3)cc12,-27,-12,-7,11,15,17,13,-30,-4,-8,8
O=C(COC(=O)Cc1cccc(C(F)(F)F)c1)NC1CCS(=O)(=O)C1 (centres undefined),-8,-7,1,13,-6,-12,5,5,7,-3,1
Cc1c(C(=O)N2CCCCCC2)c(S(=O)(=O)Nc2ccc(F)cc2)c(C)n1C,9,-19,0,-11,16,9,-2,16,-9,-20,-2
COc1ccc(S(=O)(=O)N(C)C)cc1NC(=O)CSc1nncs1,3,11,-5,-1,-6,7,13,-9,2,25,-1
COc1ccc(S(=O)(=O)N2CCC(C(=O)N3CCN(C)CC3)CC2)cc1OC,-2,4,-3,7,-29,1,2,9,-9,-10,1
Cc1cccc(OCCOCCSc2ncccn2)c1,7,-16,-45,0,-6,-33,-31,-11,-7,-19,-10
O=S(=O)(NCc1cccs1)c1ccccc1Cl,4,3,-2,-13,4,-17,12,5,0,6,-4
COc1ccc(C(=O)Nc2ccc(NC(C)=O)cc2)cc1S(=O)(=O)N1CCCC1,-2,-16,-3,13,-11,-3,-19,6,5,11,-2
COCCCn1c(C(=O)NC2CCCCC2)cc2c(=O)n3cccc(C)c3nc21,-3,8,1,7,-4,-7,-29,-4,-13,-14,-7
O=C(/C=C/c1ccco1)Nc1ccc2nn(-c3ccccc3)nc2c1,3,-16,-55,-6,-12,-37,-10,-8,-11,-17,-56
CCOc1cc(/C=C(\C#N)C(N)=O)ccc1OS(=O)(=O)c1ccccc1,0,-3,5,-11,-3,8,9,-13,1,-5,-1
CCC(CC)C(=O)NCCNC(=O)C(CC)CC,6,-8,5,-22,4,-2,19,1,-4,-8,-4
CCC(CC)C(=O)NCc1cccnc1,7,-1,6,8,9,5,11,8,1,-11,0
O=C(Nc1nc2ccccc2[nH]1)c1ccccc1F,2,50,77*,90*,62*,84*,64*,44,2,65*,1
CCCc1nnc(NC(=O)CCC(=O)NCc2ccccc2OC)s1,2,-12,0,-6,1,-10,9,-11,-5,2,-3
C[C@H](OC(=O)c1[nH]cnc1C(=O)N1CCN(C(=O)OC(C)(C)C)CC1)c1ccccc1,1,2,4,-13,-10,-1,-1,-14,-3,7,0
Clc1ccc(-c2nc(/C=N/N3CCOCC3)c3ccccn23)cc1,-4,-27,3,-9,nt,-34,-27,-2,-5,nt,-3
CC1SCCN1S(=O)(=O)c1ccc2ccccc2c1 (centres undefined),nt,-7,-9,-6,3,-9,-3,-6,-4,20,1
CC1CCCCN1CCNC(=O)CC1Oc2ccccc2NC1=O (centres undefined),6,-15,-13,-1,3,-10,7,16,-2,-23,2

Bioassay records deposited in PubChem by several laboratories.

Only part of the results is shown. The share of hits here may be higher or lower than overall.
